Assay outcomes deposited in PubChem by National Center for Advancing Translational Sciences (NCATS).
TSG101-PTAP inh = blocks PTAP/TSG101 interaction to inhibit HIV-1 budding. Fluorescence polarization, FITC-PTAP peptide / Tsg101 binding. Potency, µM (top dose mostly 115 µM), inactives show top-dose activity change, negative = inhibition, hits mostly inhibitors. 340,000 tested, under 10 active. AID 493005; active means well fitted inhibition curve with a large enough effect in the main read-out, with a control signal flat, not every such curve was filed as active; inconclusive means small, poorly fitted or top-dose-only effect, or effect the other way, or a change in a side signal; inactive means no such curve, though single readings can be large or run the other way; further: potency means the concentration at half of the fitted maximal effect; % of control where 0% means no effect
Target sequence (Q99816 whole entry, looked up): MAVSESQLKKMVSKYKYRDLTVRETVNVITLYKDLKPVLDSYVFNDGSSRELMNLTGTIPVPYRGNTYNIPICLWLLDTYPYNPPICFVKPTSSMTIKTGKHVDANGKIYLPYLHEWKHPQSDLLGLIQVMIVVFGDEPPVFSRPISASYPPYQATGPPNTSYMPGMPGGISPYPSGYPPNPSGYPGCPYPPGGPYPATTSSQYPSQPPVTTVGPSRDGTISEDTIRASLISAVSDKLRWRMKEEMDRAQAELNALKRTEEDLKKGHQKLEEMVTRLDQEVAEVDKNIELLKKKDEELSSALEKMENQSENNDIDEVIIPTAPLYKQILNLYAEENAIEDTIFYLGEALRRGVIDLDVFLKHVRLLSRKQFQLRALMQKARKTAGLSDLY
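FP read-out: FITC-PTAP peptide, 50 nM final, binding Tsg101 binding domain, 10 uM final; 20 min, r.t.; 10 mM HEPES pH 7.5, 0.15 M NaCl, 0.01% Tween 20, 3 mM EDTA, 0.1 mM TCEP.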
CXXC DNA block = inhibitors of human MLL CXXC domain-DNA interaction | Q03164 | MLL-CXXC / FITC-HOXA9 DNA fluorescence polarization | Potency, µM (titrated, usually from 115 µM), inactives show at the highest dose activity change, negative = inhibition, most hits filed as inhibitors | 0.037% of 290,000 active | AID 2662; active means well fitted inhibition curve with a large enough effect in the polarisation, with a control signal flat, not every such curve was filed as active; inconclusive means small, poorly fitted or top-dose-only effect, or effect the other way, or a change in a side signal; inactive means no such curve, though single readings can be large or run the other way; the % refers to the polarisation; further: potency means the concentration at half of the fitted maximal effect
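Purified MLL-CXXC (added from a 7 uM solution) was preincubated 5 min at ambient with pinned compounds in 50 mM Tris-HCl pH 7.5, 50 mM NaCl, 1 mM DTT, 0.05% BSA. Fluorescein-labeled HOX-A9 DNA (50 nM solution) followed, 30 min, then polarization read.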
ELG1 DNA repair = ELG1-dependent DNA repair inhibition; HEK293T ELG1-luciferase reporter, luminescence, 16 h; DNA damage induced by 5-fluorouridine; Potency, µM (series often up to 46.1 µM), without a hit: at the top dose activity change, negative = inhibition, hits mostly inhibitors; 2.3% of 330,000 active; AID 504467; further: potency means the concentration at half of the fitted maximal effect; on the % scale 0 is the no-effect control and ±100 the full control effect; nearly all actives have a fitted effect of over 55% in size
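Overnight (16 hr) co-exposure of 2,000 cells/well to 5-fluorouridine and compound at 37 °C preceded detection. Luciferase was quantified via ONE-Glo luminescence; loss of signal denotes inhibition.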
Integrin act MD = activators of alpha7 integrin expression for muscular dystrophy | alpha7betagal myoblasts, beta-gal FDG fluorescence, 48 h | Potency, µM (top dose mostly 38.3 µM), for the others: at the top dose activation, actives largely listed as activators | 0.064% of 350,000 active | AID 624291;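 further: potency means the concentration at half of the fitted maximal effect; 100% = response of the positive control SU9516; nearly all actives have a fitted effect of over 60% in size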
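Alpha7betagal+/- myoblasts (passage 13) were plated 16-24 hr, then exposed to compounds (1:260 dilution of DMSO stock) for 48 hours at 37C. After MPER lysis, β-galactosidase reporter activity was read as FDG fluorescence (ex 480/em 540) after 30 minutes.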
AT treatment = potential ataxia-telangiectasia treatments restoring KAP-1 phosphorylation. […] A-T fibroblasts, KAP-1 phosphorylation AlphaLISA; neocarzinostatin DNA damage 30 min before lysis. Potency, µM (titrated, usually from 57.5 µM), for the others: top-dose activation, actives largely listed as activators. 0.19% of 320,000 active; further: potency means the concentration at half of the fitted maximal effect; % of control where 0% means no effect; nearly all actives have a fitted effect of over 45% in size
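hTERT-immortalized A-T patient fibroblasts ([…]), 500 cells/well in OPTI-MEM, 1% FBS, got compounds for 60 min, then NCS for 30 min at 37C. Lysates were then assayed for phospho-KAP-1 by AlphaLISA (anti-pKAP1 donor, anti-KAP1 acceptor beads), 6 hr at 25C.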
p53 reactivator = restores transcriptional activity of mutant p53 | H1299 p53-A138V BP100-luciferase reporter, luminescence, 24 h | AID 504706 | 0.063% of 320,000 active | Potency, µM (series often up to 92.2 µM), for the others: top-dose activity change, positive = activation, most hits filed as activators; further: potency means the concentration at half of the fitted maximal effect; % of control where 0% means no effect; nearly all actives have a fitted effect of over 45% in size
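H1299 (p53-null), stable ts p53-A138V + BP100-Luc; 1000 cells/well, Opti-MEM/10% FBS; cpd 4 pt, 1:5; 24 h, 37 deg C, 5% CO2; detection reagent 10 min RT; luminescence.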
BRCA1 expr up = activators of BRCA1 expression | MCF7-BRCA1-FFLuc reporter, luminescence, 48 h; response scale: scaled: vehicle 0%, 10 µM genistein 100% | Potency, µM (series often up to 46.1 µM), without a hit: top-dose activation, usual class: activators | 1.1% of 380,000 active | AID 624202; further: potency means the concentration at half of the fitted maximal effect; nearly all actives have a fitted effect of over 80% in size; some results filed as inactive show a strong effect at the top dose
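MCF7 cells carrying a BRCA1-firefly luciferase reporter (2000 cells/well, phenol-red free MEM) were attached for 2 h at 37 °C, then given compounds for 48 h. Luminescence was read 15 min after luciferase reagent; activity normalized to genistein (10 microM) and DMSO.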
TRPV1 ag = agonists of human vanilloid receptor 1 (TRPV1); TRPV1-expressing cells, Fluo-8 calcium influx, agonist mode; Q8NER1; activation, % at 8.33 µM; 0.19% of 320,000 active; in the data active means activation above about 80%; inconclusive means between about 30% and that limit; further: 0% is about no effect
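Cells expressing TRPV1 were dye-loaded with Fluo-8 and read kinetically: 10 s baseline, 3 min after compound (agonist portion), then 2 min after EC20 capsaicin (allosteric enhancer portion). Calcium-bound dye fluorescence at 480/520 nm.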
B2AR arrestin = recruits beta-arrestin to the human beta2-adrenergic receptor | Potency, µM (titrated, usually from 46.1 µM), without a hit: at the highest dose activation, usual class: activators | AID 492947 | 0.02% of 330,000 active | beta-arrestin recruitment to beta2AR, cell-based reporter;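 further: potency means the concentration at half of the fitted maximal effect; 0% = DMSO controls and full agonism = EC100 isoproterenol or metaproterenol; nearly all actives have a fitted effect of over 65% in size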
Target sequence (P07550 whole entry, looked up): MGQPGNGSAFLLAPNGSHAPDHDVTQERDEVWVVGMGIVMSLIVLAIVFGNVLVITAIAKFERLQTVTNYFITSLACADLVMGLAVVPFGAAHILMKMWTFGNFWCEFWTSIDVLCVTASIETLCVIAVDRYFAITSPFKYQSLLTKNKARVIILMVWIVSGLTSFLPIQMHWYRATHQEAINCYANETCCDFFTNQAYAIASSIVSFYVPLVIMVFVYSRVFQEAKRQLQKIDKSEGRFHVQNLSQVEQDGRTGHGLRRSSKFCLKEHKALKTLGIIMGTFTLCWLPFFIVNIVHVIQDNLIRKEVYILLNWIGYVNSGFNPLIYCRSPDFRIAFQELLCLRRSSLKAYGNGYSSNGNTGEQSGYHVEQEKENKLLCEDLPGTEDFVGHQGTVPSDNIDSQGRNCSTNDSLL
TCR activator = activates T cell receptor signaling; primary human leukocytes, anti-CD3, IL-2 HTRF, 48 h; Potency, µM (titrated, usually from 9.22 µM), for the others: at the top dose activation of IL-2 secretion, actives largely listed as activators; 330,000 tested, under 10 active; further: % of control where 0% means no effect
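Human primary leukocytes + a-CD3 beads + cpd, 48 hr; IL-2 in supernatant by HTRF (ex 320nm / em 665nm). No co-stimulatory signal supplied.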
Starred values were filed as active, the others as inactive; ? = inconclusive; . = no result given; [ ] = dose if it differs, or a comment. Unless noted, the call rests on the fitted dose curve; in most records, active means well fitted curve in the direction sought with a large enough effect; inconclusive means small, poorly fitted or top-dose-only effect, or another doubt; inactive means no such curve, though single readings can be large; an effect the other way counts as inactive or inconclusive.

SMILES	TSG101-PTAP inh	CXXC DNA block	ELG1 DNA repair	Integrin act MD	AT treatment	p53 reactivator	BRCA1 expr up	TRPV1 ag	B2AR arrestin	TCR activator
CC1CN(c2ccc(NS(=O)(=O)c3ccccc3)cc2C(=O)O)CC(C)O1 (stereo not given)	-3%	0%	23%	-1%	-3%	-1%	-14%	3	-0.4%	1%
CCN(CC)C(=O)CSc1nc2ccccc2c(=O)n1CC1CCCCC1	-2%	-6%	?	-33%	9%	-1%	-26%	?	-1.0%	4%
Cc1ccc(OCc2nnc(SCc3cc(=O)[nH]c4ccccc34)n2-c2ccccc2)cc1	1%	7%	?	70%	-2%	-14%	-53%	5	-0.6%	-4%[46.1 µM]
Cc1nc(SCC(=O)c2ccc(F)c(F)c2)[nH]c(=O)c1Oc1ccc(F)cc1	-5%	-6%	?	-20%	2%	-1%	-1%	1	-0.3%	-2%
CC(=O)N1CCCC(N2CCN(c3cccc(C(F)(F)F)c3)CC2)C1 (stereo not given)	-4%	4%	4%	4%	-4%	.	0%	-1	-0.8%	-1%
Clc1cccc(NCc2ccccc2)n1	-1%	2%	17%	18%	5%	1%	14%	0	-0.1%	1%
COc1cc(C(=O)NC(=S)N2CCN(C)CC2)cc(OC)c1OC	-1%	.	-2%	4%	7%	-2%	-6%	.	0.2%	4%[46.1 µM]
COc1cccc(-c2ncc3ccccc3c2COC(=O)c2cccc(Br)c2)c1	-1%	.	?	0%	7%	-10%	-13%	10	0.3%	10%
Brc1ccc(-c2csc(N3CCc4ccccc4C3)n2)cc1	1%	6%	11%	24%	1%	9%	3%	0	0.3%	7%
Cc1nnc2c(SC(C)C)nc3ccccc3n12	-6%	-9%	8%	-41%	8%	-44%[inhibitor]	-84%	-5	0.4%	.
O=C(Nc1c[nH]c(=O)[nH]c1=O)c1cccc([N+](=O)[O-])c1	0%	3%	-15%	6%	-16%	19%	4%	11	-0.3%	-5%
CCCN1CCN(C(=O)C2CCN(c3nnc(C)c4c(C)n(-c5ccc(C)cc5)nc34)CC2)CC1	-1%	29%	-3%	-17%	-4%	-1%	2%	-2	-0.1%	2%
COc1cc(CCC(=O)Nc2cccc(C(F)(F)F)c2)cc(OC)c1OC	-11%	-1%	-12%	-8%	1%	-3%	-17%	1	-0.2%	0%[46.1 µM]
Cc1cccc(N2CC(C(=O)Nc3cccc(S(=O)(=O)N4CCCCC4)c3)CC2=O)c1C (stereo not given)	-3%	.	?	-36%	1%	15%	-46%	3	0.1%	1%
Nc1n[nH]c(C(F)(F)F)c1-c1ccccc1	-2%	3%	?	-4%	4%	-4%	23%	-7	-0.2%	-7%
COc1ccc(Oc2ccc(C(F)(F)F)cc2NC(=O)c2ccc(F)cc2)cc1	0%	6%	-11%	-19%	2%	8%	-30%	5	-0.6%	-1%
COc1ccc(N2CCN(C(CNC(=O)C(C)(C)C)c3cccnc3)CC2)cc1 (stereo not given)	0%	1%	1%	20%	-6%	0%	-9%	-1	-0.1%	3%
Cn1nnc(NC(=O)C(c2ccccc2)c2ccccc2)n1	0%	-7%	-7%	11%[7.66 µM]	1%	-1%	-2%	-4	-0.6%	-20%
COC(=O)/C(=N\Nc1ccccc1)Sc1nnc(-c2ccc(OC)cc2)n1C	-1%	-5%	-1%	4%	2%	3%	-2%	-5	-1.4%	-3%[46.1 µM]
Cc1ccc(CSc2sc(C(=O)c3ccccc3)c(N)c2C#N)cc1	0%	7%	-9%	0%	1%	12%	-19%	8	0.1%	-11%
COc1cc(-c2nnc(COC(=O)c3nn(CC(C)C)c(=O)c4ccccc34)o2)cc(OC)c1OC	1%	.	1%	-7%	7%	2%	3%	-3	0.0%	-5%
Cc1cc(=O)c2n(Cc3ccccc3Cl)nc[n+]2[nH]1	-8%	3%	13%	-1%	-1%	-8%	2%	0	-0.9%	-8%[46.1 µM]
COc1cccc(CSc2nc3nc(C)cc(C)n3n2)c1	-6%	?	28%	-13%	27%	6%	47%	-3	-0.9%	2%
Cc1cc(O)ccc1N/C=C(\C#N)c1nc2ccccc2o1	-7%	12%	10%	-11%	2%	3%	-35%	-6	-0.7%	-6%[46.1 µM]
COc1ccc(NC(=O)Cn2nnc(-c3ccccc3F)n2)cc1Cl	-4%	38%[activator]	0%	-14%	-1%	0%	-16%	3	-0.1%	1%
CCCCn1c(N)c(N(CCOC)C(=O)c2ccco2)c(=O)[nH]c1=O	1%	.	14%	-10%	4%	-6%	-4%	8	-0.5%	5%
COc1ccccc1NS(=O)(=O)c1cccc(C(=O)N/N=C(\C)c2cccnc2)c1	-7%	.	0%	12%	8%	-1%	0%	-2	-2.5%	1%
COc1ccc(Cl)cc1S(=O)(=O)N1CCCC(C(=O)NCCc2ccccc2)C1 (stereo not given)	0%	4%	1%	7%	?	-7%	-15%	-2	-0.2%	1%
CCOC(=O)N1CCN(C(=O)c2cccn3c(=O)c4c5c(sc4nc23)CCCC5)CC1	-1%	4%	-20%	-26%	-4%	-1%	-5%	5	-0.5%	-3%
COc1ccccc1CN1CCNC(=O)C1CC(=O)NCc1c(C)n[nH]c1C (stereo not given)	-5%	-6%	?	-1%	2%	4%	4%	27	0.0%	-1%
O=c1c2ccc([N+](=O)[O-])cc2ncn1CCOc1ccccc1	-3%	13%	?	17%	-4%	0%	83%	0	0.1%	2%
O=C(Cn1nnc2ccccc2c1=O)N1CCOCC1	-2%	-5%	24%	-19%	9%	-1%	-5%	-2	0.0%	2%
CS(=O)(=O)c1ccc(Cl)c(NC(=O)CNC(=O)c2ccc3c(c2)OCO3)c1	3%	.	0%	-10%	6%	6%	-22%	.	-0.2%	1%[46.1 µM]
Cc1ccc(OCC(=O)Nc2ccc(S(=O)(=O)Nc3cc(C)nc(C)n3)cc2)c(C)c1	-4%	.	14%	9%	-3%	2%	-4%	0	-0.4%	1%
COc1ccc(OCCCC(=O)Nc2ccc3c(c2)OCO3)cc1	1%	-6%	-5%	-10%[7.66 µM]	6%	6%	3%	12	0.4%	0%
COc1cc(/C=N/NC(=O)c2cc(-c3c(C)nn(-c4ccccc4)c3C)n[nH]2)ccc1O	1%	23%	?	-4%	1%	0%	-18%	1	-0.1%	1%
COc1cc(C(=O)OCC(=O)NC(=O)C2CCCCC2)ccc1OC(F)F	-2%	4%	-4%	16%	-3%	2%	-3%	21	-0.3%	-3%
Cc1ccc(-c2nn(-c3ccccc3)cc2CN(Cc2ccccc2)C(=O)CCC(=O)O)o1	-4%	5%	11%	-12%[7.66 µM]	-2%	14%	-34%	6	-0.9%	-2%
CCOC(=O)C(NC(C)=O)(Nc1ccc(F)cc1)C(F)(F)F (stereo not given)	-4%	5%	0%	5%	5%	10%	-11%	-4	-0.2%	-3%
Cc1ccccc1/C=N\NC(=O)c1ccccc1-n1cccc1	0%	-3%	2%	-7%	7%	-1%	10%	7	0.5%	1%
Cc1ccc(C)c(NC(=O)CNS(=O)(=O)c2ccccc2)c1	-3%	-2%	4%	-3%	5%	5%	-18%	-16	-0.2%	-28%
CC12CN3CC(C)(CN(C1)C3c1ccc(F)cc1)C2 (stereo not given)	0%	-6%	15%	?	3%	1%	25%	0	0.2%	5%
CCN(CC)c1nc(C)c(C(C)=O)cc1C#N	1%	9%	11%	15%	3%	-11%	-18%	-4	-0.1%	-3%
O=C(COc1ccc(Br)cc1)NNC(=O)Cc1ccc(S(=O)(=O)N2CCOCC2)s1	-4%	.	.	20%	.	.	5%	.	.	1%
Cc1ccccc1C(=O)N1CCC(C(=O)Nc2cccc(F)c2)CC1	0%	2%	0%	22%	33%	-2%	17%	-2	-0.2%	-12%
COC(=O)c1ccc(NC(=O)c2ccccc2C(=O)Nc2ccc(C(=O)OC)cc2)cc1	0%	.	.	2%	.	.	22%	.	.	-4%
CC(=O)Nc1ccc(NC(=O)C(C)OC(=O)CC23CC4CC(CC(Br)(C4)C2)C3)cc1 (stereo not given)	-4%	.	3%	-9%	-6%	5%	-21%	.	0.1%	-1%[46.1 µM]
CCC1(c2ccc(F)cc2)NC(=O)N(CC(=O)N2CCN(S(=O)(=O)c3ccc(C)cc3C)CC2)C1=O (stereo not given)	-5%	.	.	-65%[inhibitor]	.	.	-20%	.	.	0%
COc1ccc(CNC(=O)CC(NC(N)=O)c2ccccc2Cl)cc1OC (stereo not given)	1%	16%	13%	-17%	?	-7%	-9%	-1	-0.3%	0%
